From PubChem
GalR3 antagonist = blocks the human galanin receptor 3; inhibition, % at 3 µM; O60755; 360,000 tested, 0.44% active; AID 651719; HEK293 GalR3-CNG cAMP membrane potential fluorescence; galR3 body fused to GalR1 C-terminus;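 active = inhibition above the screen-wide average plus 3 SD, cut at about 13% in these data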;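 also: forskolin and galanin both at EC90 stimulate the cells; cAMP rise reported by CNG channel membrane potential dye signal; 0% = forskolin plus galanin with DMSO and 100% = forskolin alone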
Target sequence (O60755 1-299 limits assumed): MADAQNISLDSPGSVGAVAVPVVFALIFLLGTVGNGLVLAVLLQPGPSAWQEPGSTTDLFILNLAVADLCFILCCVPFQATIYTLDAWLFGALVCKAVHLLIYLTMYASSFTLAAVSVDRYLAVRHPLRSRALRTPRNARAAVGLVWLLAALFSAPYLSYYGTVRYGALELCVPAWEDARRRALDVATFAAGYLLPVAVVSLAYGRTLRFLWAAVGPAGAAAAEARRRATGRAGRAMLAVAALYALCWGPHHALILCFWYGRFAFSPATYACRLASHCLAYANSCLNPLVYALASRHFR
NALP1 yeast inh = NALP1 inhibition; S. cerevisiae NALP1/ASC/caspase-1 growth, X-gal OD620, 72 h; inhibition, % at 10 µM; 280,000 tested, 0.61% active; AID 2071; in the data active = inhibition mostly above about 24%, no sharp cut-off; inactive = mostly below about 32%; also: some compounds called inactive have numbers as strong as hits
MEKK2 WT-MEK5 = raises or lowers MEK5 binding to wildtype human MEKK2 PB1 domain; Q9Y2U5; bead flow cytometry, Alexa488-MEK5 binding to MEKK2 WT; actives lie on both sides; binding response (% of control), % at 10 µM; 290,000 tested, 1.1% active; AID 1531; in the data active = binding response below about 67% or above about 130%
M18AAP inhibitor = blocks P. falciparum M18 aspartyl aminopeptidase. recombinant PfM18AAP, H-Glu-NHMec fluorogenic cleavage. inhibition, % at 7.35 µM. 290,000 tested, 1.2% active;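 active = inhibition above the campaign mean inhibition over all tested compounds plus 3 SD, cut at about 28% in these data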;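 also: 0% = plate median of test compound wells and 100% = 2 mM ZnCl2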
OXTR potentiator = human OXTR potentiation; CHO-OTR cells, Fluo-8 calcium fluorescence, potentiator mode; 0% = oxytocin EC15, 100% = EC100; activation, % at 3 µM; 320,000 tested, 0.061% active;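 active = activation above that plate's cutoff, the mean activation of tested compounds plus 3 SD, cut at about 6.6% in these data, passing the limit was not always enough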;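 also: 100% uses oxytocin at 75 nM as the full agonist control; some results filed as inactive read as strong as hits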
Target sequence (P30559 whole entry, looked up): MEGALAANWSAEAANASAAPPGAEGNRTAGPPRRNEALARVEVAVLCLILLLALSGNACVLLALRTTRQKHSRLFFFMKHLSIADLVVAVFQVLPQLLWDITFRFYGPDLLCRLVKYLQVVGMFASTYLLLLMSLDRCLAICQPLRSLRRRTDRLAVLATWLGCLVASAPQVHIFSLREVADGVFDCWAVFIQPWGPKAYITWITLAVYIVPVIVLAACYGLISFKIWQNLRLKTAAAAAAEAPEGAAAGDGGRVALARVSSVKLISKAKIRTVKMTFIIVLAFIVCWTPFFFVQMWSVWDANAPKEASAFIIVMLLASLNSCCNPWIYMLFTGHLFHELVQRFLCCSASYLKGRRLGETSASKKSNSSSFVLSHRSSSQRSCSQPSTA
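test system = CHO-OTR cells, human receptor | compound = single-point 3.0 µM | schedule = 6 min compound pre-incubation at room temperature, 100 s kinetic read | signal = Fluo-8 no-wash calcium dye fluorescence, excitation 470-495 nm, emission 515-575 nm | repeats = single well per compound, singlicate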
MEKK2 mut-MEK5 = signal of MEK5 binding to mutant human MEKK2 PB1 domain; percent response, % at 10 µM; 290,000 tested, 0.35% active; bead flow cytometry, Alexa488-MEK5 binding to MEKK2 mutant; AID 1530; in the data active = percent response above about 24%, passing the limit was not always enough; also: inactives centre near 1; some results filed as inactive read as strong as hits; reference of the scale not given here
GPR7 antagonist = human neuropeptides B/W receptor 1 antagonism | P48145 | GPR7-expressing cells, fluorescence antagonist assay | inhibition, % at 4.4 µM | 290,000 tested, 1.1% active | AID 1861; in the data active = inhibition above about 16%, passing the limit was not always enough;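 also: cells stimulated with the agonist NPW; 0% = agonist with vehicle and 100% = vehicle without agonist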
Target sequence (P48145 whole entry, looked up): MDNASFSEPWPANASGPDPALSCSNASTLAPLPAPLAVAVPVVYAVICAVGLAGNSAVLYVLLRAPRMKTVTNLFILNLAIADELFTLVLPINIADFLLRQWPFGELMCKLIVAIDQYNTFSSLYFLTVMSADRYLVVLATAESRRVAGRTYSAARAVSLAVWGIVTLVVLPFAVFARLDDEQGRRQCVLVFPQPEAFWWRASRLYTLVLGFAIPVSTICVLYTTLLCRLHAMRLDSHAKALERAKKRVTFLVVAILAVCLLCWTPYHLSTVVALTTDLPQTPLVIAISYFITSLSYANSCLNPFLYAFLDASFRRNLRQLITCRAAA
OXTR agonist = activates the human oxytocin receptor | P30559 | CHO-OTR cells, Fluo-8 calcium fluorescence; normalized: DMSO 0%, oxytocin 100% | activation, % at 3 µM | 320,000 tested, 0.32% active;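 active = activation above the mean of all tested compounds plus 3 SD, cutoff set per screening run, cut at about 20% in these data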;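 also: peak over basal fluorescence ratio from a 100 s FLIPR kinetic read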
V1R ag counter = V1a receptor agonism, counter-screen for OXTR agonists; AID 2797; 320,000 tested, 0.25% active; activation, % at 3 µM; P37288; CHO-V1R cells, Fluo-8 calcium fluorescence, agonist mode; 0% DMSO, 100% 3 nM vasopressin;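 active = activation above the mean activation of all tested compounds plus 3 SD, per screening run, cut at about 20% in these data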;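 also: signal is peak over basal fluorescence ratio across a 100 second FLIPR read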
* marks the source's active call; other numbers are inactive results; x = not tested or not shown; [ ] = another dose, or the depositor's remark.

SMILES	GalR3 antagonist	NALP1 yeast inh	MEKK2 WT-MEK5	M18AAP inhibitor	OXTR potentiator	MEKK2 mut-MEK5	GPR7 antagonist	OXTR agonist	V1R ag counter
COc1ccccc1-c1cc(C(=O)Nc2cc(C)n(Cc3ccc(Cl)cc3)n2)no1	-3	10	101	-6	-2	1	-6	0.3	0.4
O=C(O/N=C1/CCCc2occc21)c1ccccc1	0	5	100	3	-8	2	-9	-2.2	-1.5
Cc1ccc(NC(=S)NC2CC3CCCC(C2)N3Cc2ccco2)cc1 (stereo unspecified)	-3	-2	110	-13	-9	2	-6	0.4	-0.7
O=C1c2cccc3cccc(c23)C(=O)N1c1nncs1	-1	-22	105	-1	-2	4	-5	-0.7	-0.5
CN(C)/C=C1\Oc2ccc3ccccc3c2C1=O	8	4	98	1	-4	-3	-2	-1.3	-0.3
COC(=O)C1=C(C)NC(=O)CC1c1ccccc1F (stereo unspecified)	-9	4	96	-2	-2	-7	-10	0.0	0.7
O=C(c1ccc(Cl)nc1)N1CCN(S(=O)(=O)c2ccc(Cl)cc2)CC1	-7	9	81	12	2	-28	12	1.3	-0.3
Cc1ccc(C(=O)NC(=S)NNC(=O)CC#N)cc1	-5	6	93	33*	-18	3	-5	-0.8	1.4
COc1cccc(NC(=O)N2CCC(C(=O)Nc3ccc(C)cc3C)CC2)c1	-6	8	101	-3	5	1	-10	0.8	-0.4
Cc1ccc(C(=O)NC(=S)Nc2ccccc2C)cc1	-1	14	92	2	-9	-6	-5	-1.7	-1.1
S=C(Cc1cccnc1)N1CCOCC1	x	14	100	28	3	-1	-7	0.8	0.2
CCC(CC)c1nnc(NC(=O)c2nn(C)c(=O)c3ccccc23)s1	x	0	101	-10	-17	-1	-3	-1.1	1.7
Cc1oc(-c2ccc(F)cc2)nc1CN(Cc1ccccn1)CC1CCCO1 (stereo unspecified)	-8	-18	87	6	6	-10	-5	-0.9	0.0
O=C(COC(=O)C1=COCCO1)Nc1ccc(F)c(F)c1	-6	x	x	x	1	x	x	0.8	0.7
c1csc(-c2cn3ccc4ccccc4c3n2)c1	-3	5	7.0*[inhibitor]	-2	-4	-18	-3	-3.5	-1.4
COC(=O)C1=C(C)Nc2nc3ccccc3n2C1c1cc(OC)c(OC)c(OC)c1 (stereo unspecified)	1	36	90	0	-9	-22	5	-0.7	-0.2
CCOc1cc2c(C#N)c(N(CC)CC)nc(N)c2c(N)n1	-4	x	101	x	-6	1	x	3.2	2.0
COc1cccc(NC(=O)C23CCC(C)(C(=O)O2)C3(C)C)c1 (stereo unspecified)	2	39*	104	-11	-6	0	-11	-0.6	-0.3
Cc1ccc(OCC(=O)N2CCC3(CC2)CC(=O)c2ccccc2O3)cc1	-6	x	x	x	-1	x	x	-1.1	0.8
Cc1ccc(C(=O)OCC(=O)Nc2ccccc2)cc1S(=O)(=O)N1CCCCC1	-7	x	x	x	-6	x	x	1.7	3.3
S=c1[nH]c2cc(Cl)ccc2s1	6	-1	102	2	-4	2	-1	4.2	2.6
COc1ccc(S(=O)(=O)N(CC(=O)NCc2cccnc2)c2ccc(F)cc2)cc1OC	x	26	109	-7	-4	4	-6	-0.1	0.2
CCOc1ccc(NS(=O)(=O)c2ccc3[nH]cc(C(=O)N(CC)CC)c(=O)c3c2)cc1	0	3	x	-9	-1	x	-13	0.4	-0.1
CCCN(Cc1nnc(-c2cccs2)o1)C(=O)CN1C(=O)NC2(CCC(C)CC2)C1=O (stereo unspecified)	-5	x	x	x	-5	x	x	-0.3	0.1
O=C(CN1CCCC1)Nc1cccc(Cl)c1Cl	-8	7	104	8	-8	4	-18	-1.3	-0.4
O=[N+]([O-])c1cnc2nc(-c3ccncc3)nn2c1O	-3	-10	100	-6	-11	1	-8	-0.2	0.7
O=C(Nc1nncs1)C1c2ccccc2Oc2ccccc21	2	9	101	9	0	2	-6	3.8	3.2
COc1cccc(CNC(=O)C2CCCN(S(=O)(=O)N3CC(C)CC(C)C3)C2)c1 (stereo unspecified)	1	6	100	-8	2	6	-5	-1.3	1.7
Cc1cccc(CNCc2ccccc2)c1	-4	40	95	-14	-3	-2	-8	0.0	-0.7
O=C(NCCC1=CCCCC1)c1ccc2c(c1)N(Cc1ccccc1)C(=O)CS2	-7	38*	93	-6	-6	3	6	0.7	0.1
COc1ccc(Nc2nc(CC(C)=O)ns2)cc1OC	-5	5	106	4	0	3	-22	0.3	0.9
Cc1oc(C2CC2)cc1C(=O)O	-6	2	94	-7	4	-1	4	0.2	-0.6
CCOc1cc(CNCCc2ccc(S(N)(=O)=O)cc2)ccc1OCC(=O)NC(C)(C)C	-1	28	99	-4	-8	-1	-6	7.2	3.4
S=c1[nH]nc(-c2cccnc2)n1/N=C/c1ccccc1	-6	-10	101	20	-8	2	-16	-0.6	0.4
COc1ccc(N2C(=O)CSC2c2cccc(F)c2)cc1 (stereo unspecified)	-12	8	106	-5	-17	-1	13	-0.8	0.3
CN1OC(COC(=O)c2ccc(Cl)cc2)CC1c1ccccc1 (stereo unspecified)	-5	39	107	-6	-5	-4	-15	-2.0	-0.9
Cc1ccc(OCCN(C)C(=O)c2cc(COc3ccc(F)cc3F)on2)cc1	-1	9	102	-12	-8	4	-6	-0.2	-1.1
Cc1ccc(/C(N)=N/OC(=O)CN(C)S(=O)(=O)c2ccc(C)cc2)cc1	-2	-2	97	4	-8	4	-9	-0.3	3.9
CC1CC(=O)Nc2ccccc2N1C(=O)COc1cc(Cl)ccc1Cl (stereo unspecified)	1	x	x	x	-2	x	x	-1.2	0.1
CC1(C)CC(=O)/C(=C\c2cccc([N+](=O)[O-])c2)C(C)(C)N1	-5	67*	107	-2	-1	1	3	2.8	1.1
COc1ccc(OC)c(N2C(=O)c3cccnc3C2=O)c1	-2	4	110	3	-2	8	-10	0.1	0.3
COc1ccc(N(CC(=O)Nc2cc(C)on2)S(=O)(=O)c2ccc(Cl)cc2)cc1	-2	3	91	14	-10	-12	2	-0.5	0.7
CCN(CC)S(=O)(=O)c1ccc(NC(=O)c2ccc(CN3CCOCC3)cc2)cc1	101*	-15	100	-7	-18	-3	15	7.8	8.5
COc1ccc(C(=O)Nc2ccccc2C)cc1S(=O)(=O)N1CCOCC1	-6	-2	100	2	3	1	-10	1.2	3.0
O=C1CCCC/C1=C\Nc1ccc(C(=O)O)c(O)c1	-4	8	90	33*	1	-18	-16	0.1	1.8
COc1ccc(C(=O)Oc2ccc(/C=N/NC(=O)c3cccnc3)cc2OC)cc1	-3	x	x	x	-9	x	x	15	11
COc1ccc(-c2c(C#CC(C)(C)O)c3ccccc3n2C)cc1	-3	x	x	x	0	x	x	-2.4	-1.6
Cc1ccc(C(=O)CCC(=O)OCC(=O)Nc2ccccc2SCC#N)cc1	-3	x	x	x	1	x	x	6.5	4.6
CCN(Cc1ccccc1)C(=O)c1oc2ccc(C)cc2c1C	-4	12	107	-9	-3	4	-14	-1.9	-0.6
COc1cccc(CN2CCC(C(=O)N3CCC(C)CC3)CC2)c1	-5	9	93	0	-4	-6	20	0.0	-0.5

Remaining list, next part.
SMILES	GalR3 antagonist	NALP1 yeast inh	MEKK2 WT-MEK5	M18AAP inhibitor	OXTR potentiator	MEKK2 mut-MEK5	GPR7 antagonist	OXTR agonist	V1R ag counter
COc1ccc(C(=O)Nc2ccnn2C2CCN(Cc3ccccn3)CC2)cc1	-7	2	107	3	0	3	-21	0.4	0.3
Nc1cc(C(=O)OCC(=O)NCC2CCCO2)ccc1Cl (stereo unspecified)	8	8	100	-4	-27	1	4	1.0	-0.4
CCC(c1nnnn1CCOC)N1CCN(c2nc3ccccc3s2)CC1 (stereo unspecified)	-1	-12	102	-7	2	3	-4	0.6	1.3
COc1ccc(-n2ccnc2SCC(=O)NCc2ccc3c(c2)OCO3)cc1	-2	2	104	3	-9	14	0	-0.4	0.1
CCC1=Nc2cc(C(=O)NCCCN3CCOCC3)ccc2Sc2ccc(Br)cc21	2	7	108	0	-3	10	0	0.2	0.9
Cc1ccc(NC(=O)c2cccc(N3C(=O)CCC3=O)c2)nc1	-2	19	100	2	-10	-2	-13	-1.3	0.5
Cc1ccc(NC(=O)COC(=O)C2C3CC4OC(=O)C2C4C3)cc1Cl (stereo unspecified)	-7	-6	95	0	-11	5	1	3.1	4.2
CC(C)(C)[C@@H]1C=C(C(=O)N2CCN(Cc3ccc4c(c3)OCO4)CC2)O[C@H](OCc2ccc(CO)cc2)C1	-5	-3	102	-1	-1	1	-14	-1.4	-0.8
CN(C)c1ccc(/C=C/C(=O)c2cccc(Br)c2)cc1	-7	0	63*[inhibitor]	8	-10	-1	14	94*	155*
NC(=O)NCc1ccc(C(=O)OCc2ccncc2)cc1	-4	21	100	-2	-2	4	-9	0.3	1.5
O=C(NCCc1ccccc1)C1CCCN1C(=O)Nc1cccc(Cl)c1 (stereo unspecified)	-10	-7	102	0	-6	14	-11	-2.2	-1.1

Some of these compounds in order of number of heavy atoms, high to low:
SMILES	GalR3 antagonist	NALP1 yeast inh	MEKK2 WT-MEK5	M18AAP inhibitor	OXTR potentiator	MEKK2 mut-MEK5	GPR7 antagonist	OXTR agonist	V1R ag counter
CC(C)(C)[C@@H]1C=C(C(=O)N2CCN(Cc3ccc4c(c3)OCO4)CC2)O[C@H](OCc2ccc(CO)cc2)C1	-5	-3	102	-1	-1	1	-14	-1.4	-0.8
CCC1=Nc2cc(C(=O)NCCCN3CCOCC3)ccc2Sc2ccc(Br)cc21	2	7	108	0	-3	10	0	0.2	0.9
COc1ccc(C(=O)Nc2ccnn2C2CCN(Cc3ccccn3)CC2)cc1	-7	2	107	3	0	3	-21	0.4	0.3
Cc1ccc(C(=O)CCC(=O)OCC(=O)Nc2ccccc2SCC#N)cc1	-3	x	x	x	1	x	x	6.5	4.6
CCC(c1nnnn1CCOC)N1CCN(c2nc3ccccc3s2)CC1 (stereo unspecified)	-1	-12	102	-7	2	3	-4	0.6	1.3
O=C(NCCc1ccccc1)C1CCCN1C(=O)Nc1cccc(Cl)c1 (stereo unspecified)	-10	-7	102	0	-6	14	-11	-2.2	-1.1
Cc1ccc(NC(=O)COC(=O)C2C3CC4OC(=O)C2C4C3)cc1Cl (stereo unspecified)	-7	-6	95	0	-11	5	1	3.1	4.2
COc1cccc(CN2CCC(C(=O)N3CCC(C)CC3)CC2)c1	-5	9	93	0	-4	-6	20	0.0	-0.5
CCN(Cc1ccccc1)C(=O)c1oc2ccc(C)cc2c1C	-4	12	107	-9	-3	4	-14	-1.9	-0.6
NC(=O)NCc1ccc(C(=O)OCc2ccncc2)cc1	-4	21	100	-2	-2	4	-9	0.3	1.5
CN(C)c1ccc(/C=C/C(=O)c2cccc(Br)c2)cc1	-7	0	63*[inhibitor]	8	-10	-1	14	94*	155*

Compounds were not picked by outcome, and some 4.1% of all compounds hit somewhere here.
